# Screening results as filed in PubChem.
# hERG WT inh: qHTS for Inhibitors of KCHN2 3.1: Wildtype qHTS; AID 720551, 2013; 0.37% of 340,000 active; Voltage-gated inwardly rectifying potassium channel KCNH2 (Homo sapiens), Q12809; U2OS, BacMam KCNH2, thallium flux FluxOr; stronger effect = lower value; activity change, % at 1.84 µM;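 active means maximum activity change below -70%; inconclusive means maximum activity change between -70% and -50%; inactive means maximum activity change above -50%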; further: on the % scale 0 is the no-effect control and ±100 the full control effect
#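 U2OS cells transduced with wild-type KCNH2 virus are loaded with FluxOr dye for 45 min, and thallium flux is measured in kinetic reads before and after stimulation buffer. Rate constants are normalized to DMSO controls.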
# KCNH2 3.1 inh: qHTS for Inhibitors of KCHN2 3.1: Mutant qHTS; AID 720553, 2013; U2OS KCNH2 3.1, thallium flux FluxOr; stronger effect = lower value; 0.95% of 340,000 active; activity change, % (tested at about 1.8 µM);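 active means maximum activity change below -70%; inconclusive means maximum activity change from -70% to -50%; inactive means maximum activity change above -50%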;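 further: thallium influx rate constant from kinetic fluorescence after stimulation buffer; on the % scale 0 is the no-effect control and ±100 the full control effect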
#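 Steps: virus added to U2OS suspension (4 h, RT, dark); medium with 10% FBS added, cells plated, 37 C overnight; FluxOr/Red40 loading buffer 45 min RT; stimulation buffer, 2 min kinetic read; rate constant normalized.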
# B2AR arrestin: qHTS assay of beta-arrestin-biased ligands of beta2-adrenergic receptor. Beta-2 adrenergic receptor (Homo sapiens), P07550. beta-arrestin recruitment to beta2AR, cell-based reporter. Potency, µM (doses to about 46.1 µM), for inactives: at the highest dose activation, hits mostly activators. 0.02% of 330,000 active. AID 492947, 2010;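 further: potency means the concentration at half of the fitted maximal effect; 0% = DMSO controls and full agonism = EC100 isoproterenol or metaproterenol; nearly all actives have a fitted effect of over 65% in size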
# PKM2 activator: qHTS Assay for Activators of Human Muscle isoform 2 Pyruvate Kinase. purified PKM2, Kinase-Glo ATP luminescence, activation; response scale: 0% is enzyme alone, no compound. Potency, µM (titrated, usually from 57.5 µM), inactives show at the top dose activation, actives largely listed as activators. 0.34% of 260,000 active. AID 1631, 2009. Pyruvate kinase PKM (Homo sapiens), P14618; further: potency means the concentration at half of the fitted maximal effect; on the % scale 0 is the no-effect control and ±100 the full control effect; nearly all actives have a fitted effect of over 55% in size
#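 ATP formation by purified human PK-M2, quantified via coupled luciferase luminescence after 1 h at room temperature with 0.1 mM ADP and 0.5 mM PEP final.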
# TRPV1 agonist: HTS Assay for Compounds that Act as Agonists of the Vanilloid Receptor 1 | 0.19% of 320,000 active | activation, % at 8.33 µM | TRPV1-expressing cells, Fluo-8 calcium influx, agonist mode; in the data active means activation above about 80%; inconclusive means between about 30% and that limit; further: 0% is about no effect
# Target sequence (Q8NER1 whole entry, looked up): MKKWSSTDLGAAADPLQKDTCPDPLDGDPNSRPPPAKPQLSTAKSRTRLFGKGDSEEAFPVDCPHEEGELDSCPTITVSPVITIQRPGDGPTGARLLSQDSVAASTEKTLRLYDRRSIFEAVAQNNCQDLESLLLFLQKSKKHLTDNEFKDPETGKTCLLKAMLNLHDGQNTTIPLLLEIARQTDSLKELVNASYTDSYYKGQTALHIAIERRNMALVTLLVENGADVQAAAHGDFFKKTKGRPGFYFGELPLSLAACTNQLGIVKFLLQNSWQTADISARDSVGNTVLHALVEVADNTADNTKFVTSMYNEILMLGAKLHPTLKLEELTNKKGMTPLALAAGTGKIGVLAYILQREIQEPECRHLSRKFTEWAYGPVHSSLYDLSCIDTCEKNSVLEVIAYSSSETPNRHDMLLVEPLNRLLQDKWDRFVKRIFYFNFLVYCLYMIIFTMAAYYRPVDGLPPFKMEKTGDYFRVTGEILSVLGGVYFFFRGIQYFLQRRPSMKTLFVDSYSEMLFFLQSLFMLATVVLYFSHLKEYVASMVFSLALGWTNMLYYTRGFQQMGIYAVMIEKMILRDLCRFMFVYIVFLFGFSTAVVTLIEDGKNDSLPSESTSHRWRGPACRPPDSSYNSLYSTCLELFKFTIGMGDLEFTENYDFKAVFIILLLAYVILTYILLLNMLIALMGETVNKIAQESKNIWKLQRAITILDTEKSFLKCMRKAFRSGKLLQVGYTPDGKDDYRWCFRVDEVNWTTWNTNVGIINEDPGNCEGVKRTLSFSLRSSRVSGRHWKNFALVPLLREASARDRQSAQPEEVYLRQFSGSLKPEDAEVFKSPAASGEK
#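 Fluo-8 calcium influx in TRPV1-expressing cells, kinetic read (ex 480/em 520 nm). Compound added and read 3 min for agonist activity, followed by capsaicin at EC20 final and 2 min further read for enhancement.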
# Menin MLL FP TR: qHTS Assay for Inhibitors Targeting the Menin-MLL Interaction in MLL Related Leukemias: Competition With Texas Red Labeled MLL-derived Mutant Peptide; O00255; Menin + Texas Red MLL mutant peptide, fluorescence polarization; Potency, µM (top dose mostly 61.6 µM), inactives show at the highest dose FP activity change, negative = inhibition, hits mostly inhibitors; 0.23% of 270,000 active; AID 1768, 2009; active means well fitted inhibition curve with a large enough effect in the polarisation, with a control signal flat, not every such curve was filed as active; inconclusive means small, poorly fitted or top-dose-only effect, or effect the other way, or a change in a side signal; inactive means no such curve, though single readings can be large or run the other way; the % refers to the polarisation; further: potency means the concentration at half of the fitted maximal effect; % of control where 0% means no effect; many of its hits are not listed in these tables
# GALK inhibitor: qHTS Assay for Inhibitors of Human Galactokinase (GALK); Purified GALK, Kinase-Glo residual ATP luminescence; Potency, µM (titrated, usually from 57.5 µM), inactives show at the top dose activity change, negative = inhibition, most hits filed as inhibitors; P51570; 0.007% of 270,000 active; further: potency means the concentration at half of the fitted maximal effect; on the % scale 0 is the no-effect control and ±100 the full control effect
#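 5 nM enzyme, 35 uM ATP, 100 uM galactose, 20 mM HEPES pH8.0, 5 mM MgCl2; 1 h RT; residual ATP by Kinase-Glo Plus luminescence, qHTS format.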
# Giardia kill: Small Molecules that selectively kill Giardia lamblia: qHTS. Giardia lamblia trophozoite viability. activity change, % at 7.66 µM, hits read low. 0.15% of 340,000 active; in the data active means activity change below about -80%; inconclusive means between about -30% and that limit;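 further: parasites exposed to compound for two days anaerobically before the ATP read; on the % scale 0 is the no-effect control and ±100 the full control effect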
#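 Giardia trophozoites, 100 cells per well, were exposed to compounds for 48 hrs at 37 deg C under anaerobic conditions; viability was then read as ATP content by bioluminescence after 15-30 min at room temperature.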
# FBPA coupling cs: qHTS Assay for Inhibitors of Fructose-1,6-bisphosphate Aldolase from Giardia Lamblia: Coupling assay counterscreen; coupling enzyme system counterscreen, AmpLite Red fluorescence; activity change, negative = inhibition, % at 58.2 µM, hits read low; 0.67% of 290,000 active; AID 2472, 2010; in the data active means activity change below about -30%; further: on the % scale 0 is the no-effect control and ±100 the full control effect
#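 Counterscreen of the coupled detection system alone, without aldolase: glyceraldehyde-3-phosphate coupling enzymes plus AmpLite Red readout. Compounds at 57.5 uM final, 10 min RT preincubation, 20 min RT reaction, fluorescence 525/598 nm.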
# CXXC DNA block: qHTS Fluorescence Polarization Assay for Inhibitors of MLL CXXC domain - DNA interaction; AID 2662, 2010; MLL-CXXC / FITC-HOXA9 DNA fluorescence polarization; Potency, µM (top dose mostly 115 µM), inactives show at the highest dose activity change, negative = inhibition, hits mostly inhibitors; 0.037% of 290,000 active; active means well fitted inhibition curve with a large enough effect in the polarisation, with a control signal flat, not every such curve was filed as active; inconclusive means small, poorly fitted or top-dose-only effect, or effect the other way, or a change in a side signal; inactive means no such curve, though single readings can be large or run the other way; the % refers to the polarisation; further: potency means the concentration at half of the fitted maximal effect
#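 Steps: dispense CXXC domain solution (7 uM) → pin compounds or unlabeled HOX-A9 DNA control → 5 min ambient → add FLSN-HOX-A9 solution (50 nM) → spin → 30 min ambient → fluorescence polarization. Tris pH 7.5/NaCl/DTT/BSA buffer.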
# USP2a block: qHTS Assay for Inhibitors of Ubiquitin-specific Protease USP2a Using CHOP2 as the Reporter; USP2 core, Ub-CHOP2 coupled fluorogenic reporter, 485/531; 0.01% of 330,000 active; Potency, µM (series often up to 38.3 µM), for inactives: at the highest dose activity change, negative = inhibition, hits mostly inhibitors; Ubiquitin carboxyl-terminal hydrolase 2 (Homo sapiens), O75604;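 further: potency means the concentration at half of the fitted maximal effect; plate controls were DMSO wells for no effect and full inhibition by NEM control for full effect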
#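 USP2 core (10nM final) preincubated 30min RT with compound in 20mM Tris-HCl pH 8.0, 2mM CaCl2, 2mM beta-mercaptoethanol, 0.05% CHAPS; 25nM Ub-CHOP2 plus 25nM reporter substrate added, fluorescence (Ex485/Em531) read after 60min.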
# * = called active by the depositor; u = inconclusive; x = not tested or not shown; [ ] = remark or other dose. Unless noted, the call rests on the fitted dose curve; in most records, active means well fitted curve in the direction sought with a large enough effect; inconclusive means small, poorly fitted or top-dose-only effect, or another doubt; inactive means no such curve, though single readings can be large; an effect the other way counts as inactive or inconclusive.
SMILES,hERG WT inh,KCNH2 3.1 inh,B2AR arrestin,PKM2 activator,TRPV1 agonist,Menin MLL FP TR,GALK inhibitor,Giardia kill,FBPA coupling cs,CXXC DNA block,USP2a block
CC(C)(C)C(=O)Nc1nc2cc3c(cc2s1)OCO3,-2.5,5.3,0.6%,5.0%,11.7,x,2.3%,-0.7,0.1,-1.6%,1.8%
COc1ccccc1N1CCN(S(=O)(=O)c2cc3c(cc2C)NC(=O)CO3)CC1,-0.1,5.7,-0.8%,-4.0%,8.8,10.5%,x,2.7,2.6,x,0.7%
COc1cc(NC(=O)c2cccc(S(=O)(=O)N3CCCCC3)c2)cc(OC)c1OC,6.0,-0.8,0.2%,x,x,x,x,-9.3,x,x,2.7%
O=C(O)C1Sc2[nH]c(=O)sc2C2c3ccc(O)cc3OC(=O)C12 (stereo not given),-2.5,3.3,0.2%,-2.0%,-1.5,-0.7%,-3.3%,-18.5,-1.5,6.8%,9.5%
O=C(O)c1cc(S(=O)(=O)N2CCOCC2)ccc1N1CCCCC1,-0.1,-5.7,-0.8%,-42.4%,1.3,-6.3%,0.2%,-2.8,3.2,2.0%,8.3%
CC1CCN(CCCNC(=O)c2ccc(CS(=O)(=O)Cc3ccc(Cl)cc3)o2)CC1,18.6,-19.3,0.4%,x,-2.8,x,1.5%,-2.5,x,-4.5%,-0.4%
CC(C)NC(=O)COC(=O)c1ccccc1Oc1ccccc1,0.5,-10.2,-1.0%,1.6%,14.6,x,0.1%,-1.8,1.6,-5.9%,-0.4%
CCCN(CC1CC1)C(=O)COC(=O)c1oc2c(F)cccc2c1C,3.4,5.1,-0.2%,x,26.2,x,x,-12.2,x,x,2.9%
COc1ccc(NC(=O)CN(C)C(=O)c2ccccc2Sc2ncnc3sc(C)c(C)c23)cc1,36.1,4.3,-0.5%,x,-0.3,x,x,12.8,x,x,-1.5%
C=CCn1c(=O)c(C(=O)NCCc2ccc(Cl)cc2)c(O)c2cc(OC)c(OC)cc21,1.0,16.2,0.0%,-1.1%,-0.6,15.7%,3.4%,3.1,7.3,-11.4%,0.3%
CCN1CCN(CCCN(Cc2ccco2)C(=S)Nc2ccc(Cl)cc2)CC1,6.0,-28.0,-0.2%,2.0%,0.8,1.0%,8.4%,-7.6,2.6,5.7%,1.1%
OCCNc1nc(-c2ccccc2)nc2ccccc12,3.2,2.1,-0.5%,x,u,-1.2%,9.5%,2.3,1.8,-0.8%,-1.0%
CCOC(=O)C1CCN(C(=O)CCn2c(=O)[nH]c3ccccc3c2=O)CC1,-1.9,7.2,-0.8%,-2.0%,-2.8,-22.3%,3.0%,-8.4,3.5,1.5%,1.3%
COc1cc(Nc2ccc(S(N)(=O)=O)cc2)c([N+](=O)[O-])nc1[N+](=O)[O-],-6.4,27.2,0.1%,1.5%,-1.2,11.7%,-2.5%,22.8,1.1,-0.5%,0.5%
O=C(c1ccc(Cl)c(Cl)c1)c1cnc(Nc2ccccc2)s1,-24.9,3.6,0.4%,-1.4%,-3.5,22.4µM*,-3.4%,10.3,5.5,7.2%,4.4%
CCn1c(CCCNC(=O)c2ccco2)nc2ccccc21,-1.3,6.2,-0.1%,x,2.3,1.2%,5.5%,4.3,0.5,51.4%[activator],1.2%
NC(=S)Nc1ccc(S(=O)(=O)c2ccc(NC(N)=S)cc2)cc1,-0.2,0.2,-0.1%,x,-1.9,-2.6%,-0.3%,19.5,5.2,-0.5%,-0.4%
C/C(Cl)=C\Cn1c(N2CCCC2)nc2c1c(=O)n(C)c(=O)n2C,5.1,0.4,0.4%,x,1.5,1.3%,0.0%,4.8,0.7,u,1.9%
CC(=O)Nc1sc(NC(=O)c2ccc([N+](=O)[O-])cc2)nc1-c1cccs1,-4.1,-9.1,0.2%,-8.2%,-3.6,x,2.7%,-2.5,1.5,-16.0%,1.7%
COc1ccc(N(CC(=O)NC2CC2)S(=O)(=O)c2ccccc2)cc1,4.5,9.5,-0.3%,x,-2.3,-24.3%,11.2%,-1.6,-1.0,0.8%,0.8%
O=C(CCC(=O)c1cccs1)NCCc1ccc(F)cc1,8.0,8.8,0.3%,x,5.4,x,x,-2.0,x,x,0.1%
COCCn1c(-c2ccc(NC(C)=O)cc2)nc2c1c(=O)[nH]c(=O)n2CC(C)C,3.9,32.8,-0.5%,x,-2.3,-18.8%,0.8%,7.0,-1.6,2.1%,-3.8%
Cc1ccc(OCc2cc(C(=O)N3CCN(C4CCCCC4)CC3)no2)cc1C,4.6,13.1,0.1%,x,22.7,-10.2%,4.4%,-2.4,1.3,0.7%,0.4%
Cc1ccc(C)c(N2N=C(C(=O)Nc3ccccc3N3CCOCC3)CCC2=O)c1,2.2,-12.0,-0.1%,x,5.9,x,x,5.2,x,x,1.0%
CCOP(=O)(O)c1ccccc1OCCOCCOc1ccccc1P(=O)(O)OCC,-13.1,-0.5,-0.3%,-4.2%,5.2,-2.8%,3.3%,-11.4,3.0,4.2%,-0.4%
CCOC(=O)c1c(NC(=O)CC2Nc3cc(C)c(C)cc3NC2=O)sc(C)c1C (stereo not given),3.4,-1.2,0.1%,-8.7%,-3.3,2.5%,-1.4%,-11.7,0.9,18.3%,7.8%
COc1ccc2sc(-c3ccccc3OC)c(-c3ccc(OCCN4CCCC4)cc3)c2c1,16.2,9.6,0.1%,x,x,x,x,-1.6,x,x,-1.0%
CCc1nn(-c2cc(Oc3cccc4ccccc34)nc(-c3ccccc3)n2)c(N)c1C#N,0.9,1.1,0.2%,3.2%,0.2,11.8%,0.1%,4.0,0.3,-13.4%,-0.5%
Cc1cccc(C)c1NC(=O)C1(N2CCN(C(=O)c3ccco3)CC2)CCCCC1,-8.1,6.8,-0.3%,5.8%,6.4,4.2%,x,-1.4,3.2,-2.1%,1.2%
Cc1c(NC(=O)/C(C#N)=C/c2c(N3CCCCC3)nc3ccccn3c2=O)c(=O)n(-c2ccccc2)n1C,4.9,3.0,0.0%,-1.6%,0.1,x,6.0%,1.5,0.0,2.0%,1.1%
CC(C)C[C@H](NC(=O)c1nc[nH]c1C(=O)NC(c1ccccc1)c1ccccc1)C(=O)OCc1ccccc1,-3.2,1.3,0.4%,-1.6%,2.5,23.2%,0.4%,1.6,-10.6,-6.1%,0.4%
Cc1ccc(N2CCN(S(=O)(=O)c3ccc(C)cc3)CC2)cc1,-2.1,-1.0,0.3%,1.1%,-1.8,u,-5.5%,-9.4,1.3,11.5%,1.9%
O=C(CCC1COc2ccccc2O1)Nc1ccccn1 (stereo not given),-1.6,1.9,-0.2%,-6.6%,9.0,5.9%,0.0%,-10.5,1.5,4.4%,2.8%
COc1cc(Cl)c(C)cc1NC(=O)CSc1nnc(-c2cccnc2)n1Cc1ccco1,3.5,-2.5,0.3%,1.2%,-1.2,9.8%,2.9%,-18.9,3.9,19.0%,-0.9%
COCC(=O)N/N=C\c1ccc(OC/C=C/c2ccccc2)c(OC)c1,-15.7,x,-1.3%,-7.0%,1.1,-9.7%,4.1%,22.2,0.0,5.0%,0.8%
CC12CCC(=O)N1C(C(=O)N1CCN(S(=O)(=O)c3ccccc3F)CC1)CS2 (stereo not given),-4.0,-5.7,-0.1%,x,5.0,x,x,17.9,x,x,0.7%
O=C(COc1ccccc1)Nc1ccc(-c2ccc(N3CCOCC3)nn2)cc1,0.0,-0.5,0.1%,x,-4.1,x,x,-6.3,x,x,2.6%
Cc1ccc(C(=O)CSc2ncnc3ccccc23)o1,-20.2,x,-0.2%,-5.5%,-3.3,2.7%,0.7%,8.2,0.9,28.5%,13.3%
COc1ccc(CCN2C(=O)c3cccnc3C2=O)cc1OC,25.1,-26.3,0.8%,1.0%,0.5,-11.5%,2.8%,-7.9,0.2,-7.5%,4.1%

# The list is partial. The share of hits here may be higher or lower than overall.
